N370S GC: N370S glucocerebrosidase modulation, Gaucher chaperone candidate. AID 2101. N370S GC spleen homogenate, 4MU-glucoside fluorescence. Potency, µM (highest dose often 59.4 µM), for inactives: at the highest dose activity change, negative = inhibition, actives largely listed as inhibitors. P04062. 0.092% of 330,000 active;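 further: 0% = full enzyme activity and -100% = no enzyme basal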
FEN1 inh: blocks human flap endonuclease 1; P39748; Recombinant FEN1 flap cleavage, fluorescence, 15 min; Potency, µM (top dose mostly 114 µM), for the others: at the highest dose activity change, negative = inhibition, usual class: inhibitors; 0.35% of 390,000 active; AID 588795; further: nearly all actives have a fitted effect of over 65% in size
Target sequence (P39748 whole entry, looked up): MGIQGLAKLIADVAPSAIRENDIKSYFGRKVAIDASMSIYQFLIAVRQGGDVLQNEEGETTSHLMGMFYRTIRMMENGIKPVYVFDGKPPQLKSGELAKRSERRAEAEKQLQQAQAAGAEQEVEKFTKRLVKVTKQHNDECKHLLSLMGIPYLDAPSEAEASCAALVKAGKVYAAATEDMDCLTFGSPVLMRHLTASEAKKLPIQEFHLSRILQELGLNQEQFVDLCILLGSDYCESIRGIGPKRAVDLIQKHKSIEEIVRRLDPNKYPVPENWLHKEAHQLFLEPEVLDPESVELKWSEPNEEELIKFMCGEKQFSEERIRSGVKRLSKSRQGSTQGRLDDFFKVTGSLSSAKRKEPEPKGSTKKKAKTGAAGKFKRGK
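Steps: FEN1 (10 nM) dispensed; compound added by pin tool; 15 min at room temperature; substrate added to 50 nM final; reads at 0 min and 15 min; data normalized and fitted (four-parameter Hill).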
TDP1 inh: blocks human tyrosyl-DNA phosphodiesterase 1; Q9NUW8; AID 485290; 0.28% of 350,000 active; recombinant TDP1, AlphaScreen DNA substrate cleavage; Potency, µM (titrated, usually from 130 µM), without a hit: at the top dose activity change, negative = inhibition, actives largely listed as inhibitors; further: nearly all actives have a fitted effect of over 40% in size
Target sequence (Q9NUW8 whole entry, looked up): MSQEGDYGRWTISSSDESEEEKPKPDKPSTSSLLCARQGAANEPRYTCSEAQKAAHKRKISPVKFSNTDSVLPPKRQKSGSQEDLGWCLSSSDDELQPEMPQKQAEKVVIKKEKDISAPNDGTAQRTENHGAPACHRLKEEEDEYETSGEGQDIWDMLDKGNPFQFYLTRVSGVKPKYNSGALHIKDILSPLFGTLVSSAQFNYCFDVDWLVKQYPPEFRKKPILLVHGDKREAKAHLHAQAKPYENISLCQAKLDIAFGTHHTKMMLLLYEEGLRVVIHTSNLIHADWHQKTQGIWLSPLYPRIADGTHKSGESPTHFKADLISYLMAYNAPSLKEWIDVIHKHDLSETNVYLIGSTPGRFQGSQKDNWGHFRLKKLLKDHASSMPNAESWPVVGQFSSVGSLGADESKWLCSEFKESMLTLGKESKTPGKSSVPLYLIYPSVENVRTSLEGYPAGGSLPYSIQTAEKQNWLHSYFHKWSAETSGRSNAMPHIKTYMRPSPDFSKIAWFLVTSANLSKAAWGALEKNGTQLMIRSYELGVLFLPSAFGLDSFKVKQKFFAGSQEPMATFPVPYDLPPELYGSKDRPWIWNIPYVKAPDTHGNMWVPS
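Tdp1 1 nM final; 15 min RT w/ cpd; substrate 15 nM, 5 min; beads 10 ug/ml, 10 min; AlphaScreen read. Neg ctrl: no enzyme.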
An asterisk follows results filed as active; ? = inconclusive; . = no result given; & = joins results of further samples; [ ] = remark or other dose. The call rests on the fitted dose curve; in most records, active means well fitted curve in the direction sought with a large enough effect; inconclusive means small, poorly fitted or top-dose-only effect, or another doubt; inactive means no such curve, though single readings can be large; an effect the other way counts as inactive or inconclusive. Unless noted, on the % scale 0 is the no-effect control and ±100 the full control effect; potency means the concentration at half of the fitted maximal effect. The order is random; 0.53% or so of the library scored in one or more.

SMILES	N370S GC	FEN1 inh	TDP1 inh
Cc1[nH]c2ccccc2c1C(=O)C(=O)NCCCn1ccnc1	?	6%	-6%
CCCCOC(=O)CCn1[nH]c(=O)c2ccccc2c1=O	3%	-2%	5%
COc1cccc(CNC(=O)c2ccc(-n3c(C)cc4c3CCC(C)C4)cc2)c1 (stereo not given)	.	20%	6%
Cc1ccccc1NC(=O)CSc1cn(CC(=O)N2CCCC2)c2ccccc12	.	10%	-3%
COc1ccc(-c2noc(C3CC(=O)N(c4cc(C)cc(C)c4)C3)n2)cc1 (stereo not given)	.	-16%	7%
O=C(c1cc2ccccc2oc1=O)N(c1ccc(Cl)cc1)C1C=CS(=O)(=O)C1 (stereo not given)	2%	0%	-1%
COc1ccc(OCC(O)CNC(=O)c2ccc(C)cc2)cc1 (stereo not given)	3%	4%	-2%
Cc1cccc(NC(=S)N2CCN(Cc3ccccc3)CC2)c1C	-3%	-11%	5%
COc1ccc(CCNC(=O)c2nnc(Cc3c(F)cccc3Cl)o2)cc1OC	6%	-5%	-2%
O=C(NCCc1ccccc1)c1nn(-c2ccccc2F)nc1CO	.	10%	7%
COc1ccc(CCNC(=O)Cn2c(=O)n(-c3ccccc3)c(=O)c3c(C)c(C)sc32)cc1OC	.	-22%	2%
COCCCn1c(=O)c2ccccc2n(CC(=O)NCCC2=CCCCC2)c1=O	-7%	7%	4%
COc1cccc(CNC(C)(C)CO)c1OCc1ccc(Cl)cc1	?	1%	-3%
c1ccc(CNc2nc(-c3cccs3)nc3ccccc23)nc1	-29%	-13%	5%
COc1ccc(CCNC(=O)c2ccccc2SC)cc1	12%	-1%	0%
O=C(COC(=O)C1CCC1)NC(=O)c1ccccc1	-20%	-7%	8%[0.505 µM]
Cc1cccc(CN2C(=O)c3ccccc3Sc3ccc(C(=O)NCc4cccs4)cc32)c1	.	15%	-3%
CCn1cc(/C=C(\NC(=O)c2ccc(OC)c(OC)c2)C(=O)NCCN2CCOCC2)c2ccccc21	-24%	-18%	1%
Cc1nc2ccccc2nc1CSc1nncs1	-25%	-5%	4%
COc1ccc(C(CCNCc2ccc(OC)c(OC)c2)c2ccc(F)cc2)cc1 (stereo not given)	-21%	-2%	.
COc1ccc(OC)c(-c2csc(NC(=O)C3c4ccccc4Oc4ccccc43)n2)c1	8%	-7%	0%
O=C(Nc1cccc(NC(=O)c2ccco2)c1)c1cccc(Br)c1	-13%	-13%	12%
COc1cccc(CNC(=O)CCn2c(=O)oc3ccccc32)c1	-4%	-4%	1%
CC(NC(=O)C1CC1)C(c1cccs1)N1CCN(c2ccccc2)CC1 (stereo not given)	-8%	13%	5%
COc1cc(/C=C(\C#N)C(=O)Nc2ccccc2)ccc1OCCN1CCOCC1	-9%	1%	2%[56.1 µM]

Some of the entries so far, field by field.
SMILES: CCn1cc(/C=C(\NC(=O)c2ccc(OC)c(OC)c2)C(=O)NCCN2CCOCC2)c2ccccc21
  N370S GC: -24%
  FEN1 inh: -18%
  TDP1 inh: 1%
SMILES: COc1ccc(OCC(O)CNC(=O)c2ccc(C)cc2)cc1 (stereo not given)
  N370S GC: 3%
  FEN1 inh: 4%
  TDP1 inh: -2%
SMILES: COc1ccc(OC)c(-c2csc(NC(=O)C3c4ccccc4Oc4ccccc43)n2)c1
  N370S GC: 8%
  FEN1 inh: -7%
  TDP1 inh: 0%
SMILES: COc1ccc(CCNC(=O)c2ccccc2SC)cc1
  N370S GC: 12%
  FEN1 inh: -1%
  TDP1 inh: 0%

(next part)
SMILES	N370S GC	FEN1 inh	TDP1 inh
CCOC(=O)[C@@H]1[C@H]2COc3cc(OC)ccc3[C@H]2N2C(=O)N(c3cccc(Cl)c3)C(=O)[C@]12C	5%	-5%	.
C=CC(COCc1ccccc1)N(C(=O)OC(C)(C)C)S(=O)(=O)c1ccccc1Br (stereo not given)	1%&17%	1%&1%	-11%
COc1cc(OC)cc(-c2nnc(SCC(=O)N3CCOCC3)o2)c1	2%	-3%	4%
NS(=O)(=O)c1ccc(NC(=O)CCC2CCCCC2)cc1	3%	-3%	2%
COc1ccccc1N1CCN(C(=O)c2oc3ccccc3c2NC(=O)C(C)Oc2ccccc2)CC1 (stereo not given)	.	-6%	4%
O=c1[nH]c2cc3c(cc2cc1C(c1nnnn1Cc1ccccc1)N1CCN2CCCC2C1)OCCO3 (stereo not given)	7%	5%	8%
Cc1ccccc1-n1c(SCC(=O)N2CCOCC2)nc(O)c(Cc2ccccc2)c1=O	-5%	17%	4%
COC(=O)c1cc2oc(C)cc2n1Cc1c(C)cc(C)cc1C	.	4%	1%
C=CCOC(=O)C1C(=O)CC(C)(O)C(C(=O)OCC=C)C1c1ccc(OC)cc1 (stereo not given)	-1%	0%	3%
O=Cc1c(OCc2ccccc2)ccc2ccccc12	-6%	-6%	3%
CCOC(=O)c1c(C)[nH]sc1=S	-1%	1%	2%
CCN(CC(=O)Nc1ccc2c(c1)OCCO2)C(=O)/C=C/c1cccc(C(F)(F)F)c1	.	-8%	0%
COc1ccc2ccn(C)c2c1	.	18%	2%
COc1ccc(C)cc1NC(=O)c1cc(S(=O)(=O)N2CCN(c3cccc(C)c3C)CC2)ccc1F	.	1%	8%
O=C(CCCN1C(=O)c2cccnc2Oc2ccc(Cl)cc21)NCc1ccc(F)cc1	.	-5%	2%
CN1CCCN(C(=O)C2CCC(C(=O)N3CCCN(C)CC3)CC2)CC1 (stereo not given)	-3%	1%	3%
COCCN(CCOC)c1ncnc2c1cnn2-c1ccccc1	5%	0%	.
COc1cc(C)ccc1OCc1cc(C(=O)NCc2ccncc2)no1	-12%	-5%	5%
Cc1cccc(N=c2oc3cc(O)ccc3cc2C(N)=O)c1	?	-16%	8%
CCOC(=O)c1cc(-c2ccco2)nc2c1c(C)nn2-c1cccc(Cl)c1	-7%	7%	6%
COc1ccc(Cl)cc1NS(=O)(=O)c1cccc(C(=O)NCC2CCCO2)c1 (stereo not given)	1%	5%	3%
CC(C(=O)NCCS(=O)(=O)c1ccc(Br)cc1)S(=O)(=O)c1ccc(Cl)cc1 (stereo not given)	7%	-8%	.
CSCCC(NC(=O)C1CCC(C)CC1)C(=O)NCc1ccco1 (stereo not given)	12%	-1%	7%
COc1cc(C(=O)OCC(=O)c2cc(C)n(C)c2C)cc(OC)c1OC	1%	-5%	2%
C/C=C(\C=C\[C@@H](C)C/C=C/CC/C=C/C=C\C[C@@H](OC)/C(C)=C\C=C(C)C)CC(=O)O	-5%	.	6%

The closing 3 entries of the part before lead into the next.
SMILES	N370S GC	FEN1 inh	TDP1 inh
CSCCC(NC(=O)C1CCC(C)CC1)C(=O)NCc1ccco1 (stereo not given)	12%	-1%	7%
COc1cc(C(=O)OCC(=O)c2cc(C)n(C)c2C)cc(OC)c1OC	1%	-5%	2%
C/C=C(\C=C\[C@@H](C)C/C=C/CC/C=C/C=C\C[C@@H](OC)/C(C)=C\C=C(C)C)CC(=O)O	-5%	.	6%
CC(OC(=O)c1ccncc1)C(=O)NC1CCCC1 (stereo not given)	-5%	1%	-4%
CCCOc1ccc(Cn2cnc3ccccc32)cc1	-5%	-15%	7%
NC(=O)C1(N2CCCCC2)CCN(CC(=O)Nc2ccccc2-c2ccccc2)CC1	9%	-2%	5%
CCC1CCC2(CC1)NC(=O)N(CC(=O)Nc1cccc(S(=O)(=O)N(C)c3ccccc3)c1)C2=O (stereo not given)	.	0%	1%
COc1cccc([C@@H]2Oc3ccc(Br)cc3C(=O)[C@H]2OC(=O)NCCc2ccc(OC)c(OC)c2)c1	19%	.	10%
CNc1ncc(C(=O)c2ccc(Cl)c(Cl)c2)s1	?	5%	-1%
C=CCOCC/C=C1/c2ccccc2C(OC)C1C (stereo not given)	0%[12.8 µM]	.	8%[21 µM]
Cc1nn(-c2ccc(F)cc2)c(C)c1NS(=O)(=O)c1ccc2ccccc2c1	1%	-21%	0%
Cn1c(CN2CCCC2)nc2cc(NC(=O)c3cccs3)ccc21	-15%	-19%	6%
CC(CCc1ccccc1)OS(N)(=O)=O (stereo not given)	-11%	7%	.
O=C(Cc1ccc(Br)cc1)Nc1cccc(Cl)c1	3%	-12%	-5%
Cc1ccc(Cl)c2c1NC(=O)C2(O)CC(=O)c1ccc(F)cc1 (stereo not given)	6%	-9%	1%
COc1cc(C(=O)NCc2nnc(SCC(=O)Nc3nccs3)o2)cc(OC)c1OC	-4%	-4%	1%
O=C(c1ccc([N+](=O)[O-])cc1)N(c1ccccn1)c1ccccn1	-24%	6%	2%
O=C(NCc1ccco1)c1ccc2c(=O)n(-c3ccccc3)c(=O)n(Cc3cccc(F)c3)c2c1	15%	.	5%
C#CCCOC(=O)N1C2=NC(C(=O)OC)=C(C(=O)OC)[C@@H]3N(Cc4ccccc4)c4ccccc4[C@]23C[C@H]1C(=O)OC	5%[12.8 µM]	-15%	8%[12.3 µM]
OCC[C@@H]1C[C@H](O)[C@@H](O)[C@]2(OCc3ccccc32)O1	0%	3%	.
Cc1n[nH]c(C)c1CCCCOc1ccccc1[N+](=O)[O-]	-3%	-4%	.
CC1CN(C(=O)COC(=O)CSc2ccc(C(N)=O)cc2[N+](=O)[O-])CC(C)O1 (stereo not given)	1%	4%	1%
Cc1nn(C)cc1/C=N/NC(=O)Cn1nnc(N)n1	-3%	4%	.
COc1ccccc1CNC(=O)C(C)n1c(=O)cc(C(F)(F)F)c2c(C)nn(C)c21 (stereo not given)	.	11%	6%
O=C(Nc1ccc(Oc2ccccc2)cc1)N[C@@H](Cc1ccccc1)C(=O)O	-1%	5%	.
COc1cc(C(=O)NCCSc2ccc(Cl)cc2)cc(OC)c1OC	-12%	-4%	.
Cc1ccc(C)c(NC(=O)CCC(=O)N/N=C/c2ccc[nH]2)c1	0%	1%	9%
O=CNc1ccc(S(=O)(=O)NCc2ccccc2)cc1	3%	1%	4%

Some of these compounds in order of molecular weight, lowest first:
SMILES	N370S GC	FEN1 inh	TDP1 inh
Cc1[nH]c2ccccc2c1C(=O)C(=O)NCCCn1ccnc1	?	6%	-6%
Cc1ccc(Cl)c2c1NC(=O)C2(O)CC(=O)c1ccc(F)cc1 (stereo not given)	6%	-9%	1%
O=C(Nc1ccc(Oc2ccccc2)cc1)N[C@@H](Cc1ccccc1)C(=O)O	-1%	5%	.
COc1cccc([C@@H]2Oc3ccc(Br)cc3C(=O)[C@H]2OC(=O)NCCc2ccc(OC)c(OC)c2)c1	19%	.	10%

(more compounds)
SMILES	N370S GC	FEN1 inh	TDP1 inh
CCc1ccccc1OCC(=O)Nc1nc(-c2cccnc2)cs1	-1%	-10%	9%
CC(C)CCNC(=O)CN(C)S(=O)(=O)c1cccc2nsnc12	-3%	-1%	4%
CCC(=O)NCCc1nc2cc(NC(=O)c3ccco3)ccc2n1C	4%	-2%	.
COc1ccc(C2c3ccc(O)cc3Oc3ncn(CCN4CCOCC4)c(=N)c32)cc1 (stereo not given)	8%	0%	.
Cc1ccc2c(COC(=O)C3CSC4(C)CCC(=O)N34)cc(=O)oc2c1C (stereo not given)	.	-12%	2%
Cc1ccc(S(=O)(=O)/N=C(\N)Nc2nc(C)c3cc(C)ccc3n2)cc1	-17%	4%	4%
O=C(NCCCN1CCOCC1)c1ccc2nc(Cc3ccccc3F)oc2c1	-4%	6%	2%
FC(F)(F)c1cnc(-c2cnc3c(-c4ccc(Cl)cc4)cnn3c2)c(Cl)c1	-2%	3%	3%
COc1ccc(CC(=O)NCCS(=O)(=O)N2CCN(c3ccccc3)CC2)cc1	1%	20%	.
COc1cccc(CSc2nc3n(n2)C(c2cccnc2)C(C(=O)Nc2ccccc2C)=C(C)N3)c1 (stereo not given)	.	9%	0%
O=C(c1ccc(N2C(=O)C3CC=C(Cl)CC3C2=O)cc1)N1CCCCC1 (stereo not given)	-6%	2%	4%
CCOc1ccc2oc(C(=O)NCC3CCCO3)c(C)c2c1 (stereo not given)	-4%	12%	3%
Cc1ccc(CN(C(=O)N2CCN(C)CC2)S(=O)(=O)c2ccc(C)cc2)cc1	-4%	-5%	0%
COc1ccc2c(CC(=O)OCC(=O)Nc3cccc(C)c3)coc2c1	.	?	-17%
CN(Cc1cc(=O)n2ccsc2n1)c1ccccc1	16%	17%	5%
COc1ccc(-n2c(=O)c3ccccc3n(CC(=O)NCc3ccco3)c2=O)cc1	-3%	0%	2%

Reformatted with each value named: part of the list above.
compound: COc1ccc2c(CC(=O)OCC(=O)Nc3cccc(C)c3)coc2c1
  N370S GC = .; FEN1 inh = ?; TDP1 inh = -17%

compound: CN(Cc1cc(=O)n2ccsc2n1)c1ccccc1
  N370S GC = 16%; FEN1 inh = 17%; TDP1 inh = 5%

From PubChem BioAssay
